# BRCA1 expr up – qHTS Assay to Identify Small Molecule Activators of BRCA1 Expression. 380,000 tested, 1.1% active. MCF7-BRCA1-FFLuc reporter, luminescence, 48 h; response scale: scaled: vehicle 0%, 10 µM genistein 100%. AID 624202, 2012. Potency, µM (titrated, usually from 46.1 µM), for the others: at the top dose activation, usual class: activators; further: nearly all actives have a fitted effect of over 80% in size; some results filed as inactive show a strong effect at the top dose
#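 MCF7 cells carrying a BRCA1-firefly luciferase reporter (2000 cells/well, phenol-red free MEM) were attached for 2 h at 37 °C, then given compounds for 48 h. Luminescence was read 15 min after luciferase reagent; activity normalized to genistein (10 microM) and DMSO.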
# CXXC DNA block – qHTS Fluorescence Polarization Assay for Inhibitors of MLL CXXC domain - DNA interaction; MLL-CXXC / FITC-HOXA9 DNA fluorescence polarization; 290,000 tested, 0.037% active; AID 2662, 2010; Histone-lysine N-methyltransferase 2A (Homo sapiens), Q03164; Potency, µM (titrated, usually from 115 µM), without a hit: at the top dose activity change, negative = inhibition, hits mostly inhibitors; active means well fitted inhibition curve with a large enough effect in the polarisation, with a control signal flat, not every such curve was filed as active; inconclusive means small, poorly fitted or top-dose-only effect, or effect the other way, or a change in a side signal; inactive means no such curve, though single readings can be large or run the other way; the % refers to the polarisation
#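 Steps: dispense CXXC domain solution (7 uM) → pin compounds or unlabeled HOX-A9 DNA control → 5 min ambient → add FLSN-HOX-A9 solution (50 nM) → spin → 30 min ambient → fluorescence polarization. Tris pH 7.5/NaCl/DTT/BSA buffer.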
# FLuc counter – qHTS profiling assay for firefly luciferase inhibitor/activator using purifed enzyme and Km concentrations of substrates (counterscreen for miR-21 project); Luciferin 4-monooxygenase (Photinus pyralis), P08659; purified FLuc, Km substrates, luminescence inhibition; Potency, µM (highest dose often 57.5 µM), without a hit: at the top dose activity change, negative = inhibition, most hits filed as inhibitors; 360,000 tested, 6.9% active; AID 588342, 2011;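 further: plate controls were vehicle for no effect and reference inhibitor for full effect; nearly all actives have a fitted effect of over 55% in size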
#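 Biochemical qHTS of compounds, final roughly 60 µM downward over six points, against 10 nM purified firefly luciferase using Km concentrations of substrates (10 uM D-luciferin, 10 uM ATP) in Tris acetate pH 7.5 buffer; luminescence output.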
# VP16 counter – VP16 counterscreen qHTS for inhibitors of ROR gamma transcriptional activity | Drosophila S2 Gal4-VP16 UAS-luciferase, luminescence, 20 h | Potency, µM (series often up to 53.6 µM), inactives show at the top dose activity, negative = inhibition, hits mostly inhibitors | 310,000 tested, 3.5% active;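 further: Gal4-VP16 expression switched on by copper sulfate through the metallothionein promoter; on the % scale 0 is the no-effect control and ±100 the full control effect; nearly all actives have a fitted effect of over 50% in size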
# RORgamma inh – qHTS for inhibitors of ROR gamma transcriptional activity; Drosophila S2 Gal4-RORgamma UAS-luciferase reporter, 20 h; Nuclear receptor ROR-gamma (Mus musculus), P51450; Potency, µM (top dose mostly 53.6 µM), inactives show at the top dose activity change, negative = inhibition, actives largely listed as inhibitors; 310,000 tested, 5.4% active; further: on the % scale 0 is the no-effect control and ±100 the full control effect; nearly all actives have a fitted effect of over 60% in size
#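 ROR gamma transcriptional activity was tracked as Gal4-UAS luciferase output in stably transfected Drosophila Schneider cells, with compound added 1 hr before 700 uM copper sulfate induction and a 20 hr ambient-temperature incubation.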
# * = called active by the depositor; ? = inconclusive; . = not tested or not shown; & = joins results of further samples; [ ] = another dose, or the depositor's remark. Unless noted, the call rests on the fitted dose curve; in most records, active means well fitted curve in the direction sought with a large enough effect; inconclusive means small, poorly fitted or top-dose-only effect, or another doubt; inactive means no such curve, though single readings can be large; an effect the other way counts as inactive or inconclusive. Potency means the concentration at half of the fitted maximal effect. Only part of the results is shown, so the mix of outcomes need not match the whole.
SMILES	BRCA1 expr up	CXXC DNA block	FLuc counter	VP16 counter	RORgamma inh
CN[C@@H](C)[C@H]1CC[C@@H](N)[C@@H](O[C@@H]2[C@@H](O)[C@@H](O[C@H]3OC[C@@](C)(O)[C@@H](NC)[C@@H]3O)[C@H](N)C[C@@H]2N)O1 (tested in a mixture with another compound)	.	0%[51.4 µM]	.	-4%[17 µM]	0%[2.98 µM]
CC(C)(C)OC(=O)c1ncn2c1[C@@H]1CCCN1C(=O)c1c(Br)cccc1-2	.	-7%	.	-3%&3%	27%&-6%
C[C@]12CC[C@H](OS(=O)(=O)O)CC1=CCC1C2CC[C@]2(C)C(=O)CC[C@@H]12 (stereo not given in full)	.	-1%	.	-3%	0%
CN(C)[C@@H](Cc1ccccc1)c1ccccc1	.	-4%	.	0%	-2%
CC(C)NCC(O)c1ccc(N)c(C#N)c1 (stereo not given)	.	4%	.	2%	4%
CC(=O)OCC(=O)[C@@H]1CC[C@H]2[C@H]3CC[C@H]4C[C@@H](O)CC[C@]4(C)[C@@H]3C(=O)C[C@@]12C	.	-3%[51.4 µM]	.	-3%[17 µM]	-33%[16.9 µM]
O=CC=O	.	-8%	.	-5%	4%
C[N+]1([O-])[C@H]2CC[C@H]1CC(OC(=O)[C@@H](CO)c1ccccc1)C2 (stereo not given in full)	.	-9%	.	1%	0%[10 µM]
CCN(CC)CCOC(=O)C(C)(c1ccccc1)c1ccccc1	.	14%	.	1%	-24%
C[C@@H](N)[C@@H](O)c1ccc(O)c(O)c1	.	-6%	.	-5%	-21%[10 µM]
CC(=O)Oc1ccc2c3c1OC1[C@@H](OC(C)=O)C=C[C@H]4[C@H](C2)N(C)CC[C@]314 (stereo not given in full)	.	-1%	.	1%	10%
Cc1cccc([C@H](C)c2cnc[nH]2)c1C	.	2%	.	3%	-28%
CC(C)(O)C(Cl)(Cl)Cl	.	10%	.	-6%&-7%	14%&-30%
COc1ccc(C)cc1NC(=O)N(Cc1ccc2c(c1)OCO2)C1CCN(Cc2ccccc2)CC1	.	.	1%	.	.
COc1ccc(C(=O)Nc2nnc(S(=O)(=O)N(CC(C)C)c3ccc(C)cc3)s2)cc1OC	.	.	8.5µM*	.	.
N#Cc1cccc(NC(=O)c2sc3nc4c(cc3c2N)N2CCC4CC2)c1	.	.	12µM*	.	.
O=C(Nc1ccon1)c1cccn(Cc2cccc(Cl)c2)c1=O	.	.	1%	.	.
Cc1cccc(-n2c(/C=C/c3ccccc3O)nc3ccccc3c2=O)c1	.	.	0%	.	.
CCN(CC)C(=O)c1ccc(NC(=O)CCn2nc(-c3ccc(Cl)cc3)c3ccccc3c2=O)cc1	.	.	?	.	.
O=C(Nc1ccon1)c1cccn(Cc2cccc([N+](=O)[O-])c2)c1=O	.	.	-4%	.	.
O=c1c2ccccc2nc(/C=C\c2ccc(F)cc2)n1-c1ccccc1F	.	.	-2%	.	.
O=c1c2ccccc2nc(/C=C/c2ccccc2F)n1-c1cccc(O)c1	.	.	6%	.	.
CC(C)c1ccc(NC(=O)CN2C(=O)CN=C(c3ccccc3)c3ccccc32)cc1	.	.	2%	.	.
O=C(COc1ccccc1[N+](=O)[O-])N1CCN(CCc2ccncc2)CC1	.	.	-1%	.	.
COc1ccc(-c2nc(SCC(=O)NC(C)CCc3ccccc3)n[nH]2)cc1 (stereo not given)	.	.	?	.	.
Cc1ccccc1CN1C(=O)CN=C(c2ccccc2)c2cc(Cl)ccc21	.	.	-1%	.	.
Cc1oc(-c2ccc(Cl)cc2)nc1CN1CCC(C(=O)NCCCN2CCN(c3cccc(Cl)c3)CC2)CC1	.	.	?	.	.
COc1ccc(-c2nc(CN3C(=O)CN=C(c4ccccc4)c4ccccc43)c(C)o2)cc1	.	.	2%	.	.
CCc1ccc(-n2nc(C)c3c2NC(=O)CSC3c2ccc(C(=O)OC)cc2)cc1 (stereo not given)	.	.	0%	.	.
Cc1ccc(NC(=O)Cn2cc(C(=O)c3ccccc3)c3ccccc32)cc1	.	.	-8%	.	.
O=C(Nc1ccc2nc(SCC(=O)N3CCCc4ccccc43)sc2c1)c1ccccc1F	.	.	?	.	.
Cc1ccc(OCC(=O)Nc2ccc(Cl)cc2C(=O)c2ccccc2)c(Br)c1	.	.	-2%	.	.
O=C1CC(c2ccccc2Br)c2c(c3ccccc3oc2=O)O1 (stereo not given)	.	.	?	.	.
CCCOc1ccc(C2SCC(=O)Nc3c2c(C)nn3-c2cccc(C)c2)cc1OC (stereo not given)	.	.	-6%	.	.
Cc1cc(C)cc(Oc2nc3ccccn3c(=O)c2/C=C(\C#N)c2nc3ccccc3s2)c1	.	.	?	.	.
Nc1c(C(=O)Nc2ccc(OC(F)(F)F)cc2)sc2nc3c(cc12)N1CCC3CC1	.	.	1%	.	.
COc1cccc(-n2c(/C=C/c3ccccc3O)nc3ccccc3c2=O)c1	.	.	3%	.	.
COc1ccccc1NC(=O)N(Cc1ccc2c(c1)OCO2)C1CCN(Cc2ccccc2)CC1	.	.	3%	.	.
Cc1ccccc1-n1nc(C)c2c1NC(=O)CSC2c1ccc(N(C)C)cc1 (stereo not given)	.	.	-2%	.	.
O=S1(=O)N(Cc2ccccc2Cl)CCCN1Cc1ccccc1Cl	.	.	-7%	.	.

# 3 compounds out of the list, sorted by heavy-atom count, low to high.
SMILES	BRCA1 expr up	CXXC DNA block	FLuc counter	VP16 counter	RORgamma inh
Cc1ccc(OCC(=O)Nc2ccc(Cl)cc2C(=O)c2ccccc2)c(Br)c1	.	.	-2%	.	.
CCCOc1ccc(C2SCC(=O)Nc3c2c(C)nn3-c2cccc(C)c2)cc1OC (stereo not given)	.	.	-6%	.	.
COc1ccccc1NC(=O)N(Cc1ccc2c(c1)OCO2)C1CCN(Cc2ccccc2)CC1	.	.	3%	.	.

# (more compounds)
SMILES	BRCA1 expr up	CXXC DNA block	FLuc counter	VP16 counter	RORgamma inh
Cc1cccc(NC(=O)Cn2cc(C(=O)c3ccccc3)c3ccccc32)c1C	.	.	-1%	.	.
CCCC12CN3CC(C)(CN(C1)C3c1c(C)[nH]c(=O)[nH]c1=O)C2=O (stereo not given)	.	.	-4%	.	.
Cc1ccccc1-c1nc(CN2C(=O)CN=C(c3ccccc3)c3ccccc32)c(C)o1	.	.	?	.	.
COc1ccc(-c2nc(CN3C(=O)CN=C(c4ccccc4)c4cc(Cl)ccc43)c(C)o2)cc1	.	.	3%	.	.
Cc1ccccc1C(=O)Nc1sc2c(c1C(=O)O)CCC(C(C)(C)C)C2 (stereo not given)	.	.	?	.	.
Cn1c(=O)n(C)c2cc(CNCCc3ccccc3F)ccc21	.	.	-6%	.	.
O=C(Nc1ccc(Cl)cc1C(=O)c1ccccc1)c1ccccc1Br	.	.	1%	.	.
Cc1cccc(-n2c(/C=C/c3cccc4ccccc34)nc3ccccc3c2=O)c1	.	.	4%	.	.
Cc1ccc(NC(=O)CN2C(=O)CN=C(c3ccccc3)c3ccccc32)cc1Cl	.	.	-20%	.	.
O=C1CN=C(c2ccccc2Cl)c2cc(Cl)ccc2N1Cc1cccc(Cl)c1	.	.	-10%	.	.
O=C(COC(=O)c1cccc(NC(=O)c2ccc(Br)cc2)c1)c1ccc(Br)cc1	.	.	4.3µM*	.	.
CN1C(=O)c2ccccc2Sc2ccc(NC(=O)N3CCN(c4ccccc4)CC3)cc21	.	.	?	.	.
CN1CCN(c2oc(-c3ccc(COc4ccccc4)o3)nc2C#N)CC1	.	.	-8%	.	.
CCn1cc(CN2CCCC(C(=O)c3cccc(C(F)(F)F)c3)C2)cn1 (stereo not given)	0%	.	.	.	.
C=CCOC(=O)N1Cc2ccccc2-n2nncc2C1	-6%	.	.	.	.
O=C1NCN(c2ccccc2)C12CCN(C(CCc1ccccc1)c1nnnn1-c1ccc3c(c1)OCCO3)CC2 (stereo not given)	-57%	.	.	.	.
CC(=O)O[C@H]1CC[C@]2(C)C3CC[C@@]4(C)C(C[C@@H](O)[C@@H]4O)C3[C@@H](OC(C)=O)C[C@H]2C1 (stereo not given in full)	-5%	.	.	.	.
C[C@H](CO)N1C[C@H](C)[C@H](CN(C)C(=O)Oc2cccc3ccccc23)OCc2cnnn2CCCC1=O	2%	.	.	.	.
O=C1NCN(c2ccccc2)C12CCN(C(c1ccccc1OC(F)(F)F)c1nnnn1C1CCCCC1)CC2 (stereo not given)	0%	.	.	.	.
COc1ccc(-c2ccc3c(c2)CN(CC(C)C)Cc2cnnn2-3)cc1	-2%	.	.	.	.
C[C@@H]1COc2cccc(N3CCN(C)CC3)c2S(=O)(=O)N1	13%	.	.	.	.
COc1ccc(C(c2nnnn2C2CCCC2)N2CCC3(CC2)C(=O)NCN3c2ccccc2)cc1 (stereo not given)	-16%	.	.	.	.
O=C1NCN(c2ccccc2)C12CCN(C(c1ccccc1OC(F)(F)F)c1nnnn1C1CCCC1)CC2 (stereo not given)	-53%	.	.	.	.
CC(C)S(=O)(=O)N1Cc2ccccc2-n2nncc2C1	2%	.	.	.	.
C(#CCN1CCCCC1)CN1CCCCC1	-6%	.	.	.	.
CCOC(=O)[C@]12Cc3c(cc(OC)c(OC)c3OC)[C@H]1N(C1CCCCC1)C(=O)c1ccccc12	-46%	.	.	.	.
O=C1NCN(c2ccccc2)C12CCN(C(c1nnnn1C1CCCC1)C1CC1)CC2 (stereo not given)	16%	.	.	.	.
O=C(/C=C/c1ccccc1)N1Cc2ccccc2-n2nncc2C1	-36%	.	.	.	.
CCOC(=O)[C@]12Cc3ccccc3[C@H]1N(C)C(=O)c1cc(OC)ccc12	-26%	.	.	.	.
CN(C)P1(=O)N(C)CCN1C	10%	.	.	.	.
COc1ccc(-n2c(-c3ccccc3F)nc3ccccc3c2=O)cc1	4%	.	.	.	.
CC(C)(C)n1nnnc1C(c1cc2ccccc2o1)N1CCC2(CC1)C(=O)NCN2c1ccccc1 (stereo not given)	-47%	.	.	.	.
O=c1c2ccccc2nc(CBr)n1-c1ccc(Cl)cc1	-13%	.	.	.	.
COc1ccc2c(c1)C1(C)CCN(C)CC(C1)C2O (stereo not given)	6%	.	.	.	.
O=C1NCN(c2ccccc2)C12CCN(C(c1cc3ccccc3o1)c1nnnn1-c1ccc3c(c1)OCCO3)CC2 (stereo not given)	-45%	.	.	.	.
O=C(NCC1=C(c2cccc3ccccc23)C[C@@H]2CC[C@H]1N2Cc1ccco1)c1ccncc1	8%	.	.	.	.
COc1ccc(-c2ccc3c(c2)CN(C(=O)CCc2ccccc2)Cc2cnnn2-3)cc1	-34%	.	.	.	.
COc1cccc(C(c2nnnn2Cc2ccccc2)N2CCC(n3c(=O)[nH]c4ccccc43)CC2)c1OC (stereo not given)	-9%	.	.	.	.
O=S(=O)(c1cc(Cl)cc(Cl)c1)N1Cc2cc(N3CCOCC3)ccc2-n2nncc2C1	-5%	.	.	.	.
CC12Nc3ccccc3C(=O)N1Cc1cnnn1-c1ccccc12 (stereo not given)	30%	.	.	.	.

# From PubChem
